PREPL inh: PREPL enzyme inhibitors, primary screen, biochemical, fluorescence polarization; actives 0.68% (n = 320,000); Prolyl endopeptidase-like (Homo sapiens), Q4J6C6; inhibition, % at 5.96 µM; recombinant PREPL, fluorescence polarization activity-based probe; in the data active = inhibition above about 43%;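 note: 0% = enzyme with DMSO and 100% = wells lacking enzyme; many of its hits are not listed in these tables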
PP5 inh: PP5 phosphatase inhibitors, primary screen, biochemical, fluorescence; inhibition, % at 6.7 µM; actives 0.18% (n = 320,000); purified PP5c, OMFP substrate fluorescence; Serine/threonine-protein phosphatase 5 (Homo sapiens), P53041; AID 1987, 2009;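 active = inhibition above the campaign's mean inhibition across all tested compounds plus 3 SD, cut at about 9.5% in these data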;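 note: 0% = DMSO only and 100% = 100 µM cantharidin control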
CTSL1 counter: Fasciola hepatica cathepsin L1 inhibitors, primary screen, counter-screen for PFM18AAP inhibitor project, biochemical, QFRET, fluorogenic peptide substrate. inhibition, % at 5.96 µM. actives 0.49% (n = 300,000). recombinant F. hepatica cathepsin L1, Z-Leu-Arg-MCA fluorescence;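 active = inhibition above the mean of all tested compounds plus 3 SD, set per screening campaign, cut at about 17% in these data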;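 note: 0% = plate median of test compound wells and 100% = 1 µM Z-Phe-Ala-diazomethylketone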
PP1 counter: PP1-alpha phosphatase inhibitors, primary screen, counter-screen for PP5 inhibitor project, biochemical, fluorescence, OMFP substrate, single point. Serine/threonine-protein phosphatase PP1-alpha catalytic subunit (Homo sapiens), P62136. purified PP1alpha. inhibition, % at 6.7 µM. actives 0.9% (n = 320,000);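 active = inhibition above the mean inhibition of all tested compounds plus 3 SD, computed separately for each screening campaign, cut at about 15% in these data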
Target sequence (P62136 whole entry, looked up): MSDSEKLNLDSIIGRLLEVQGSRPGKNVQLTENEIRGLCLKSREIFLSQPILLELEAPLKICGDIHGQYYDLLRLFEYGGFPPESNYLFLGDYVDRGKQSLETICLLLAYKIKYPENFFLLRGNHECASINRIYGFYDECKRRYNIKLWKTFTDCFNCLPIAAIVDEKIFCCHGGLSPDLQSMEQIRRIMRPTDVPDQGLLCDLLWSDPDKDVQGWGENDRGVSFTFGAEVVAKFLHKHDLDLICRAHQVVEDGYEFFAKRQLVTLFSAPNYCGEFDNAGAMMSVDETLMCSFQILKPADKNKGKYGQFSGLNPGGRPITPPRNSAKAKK
core dimer inh: inhibitors of HCV core protein dimerization, primary screen, biochemical, TR-FRET, high-throughput; inhibition, % at 5 µM; actives 0.33% (n = 300,000); AID 1899, 2009; TR-FRET GST/Flag-core106 dimerization, 1536-well;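 active = inhibition above the mean of all tested compounds plus 3 SD, set per screening campaign, cut at about 45% in these data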
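assay system = GST-tagged and Flag-tagged HCV core protein residues 1-106 | controls = unlabelled core106 and no-GST-core106 wells | incubation = compound-protein-antibody incubation 4 h at 22.5 °C | probe or stimulus = Eu donor and XL665 acceptor anti-tag antibodies | read-out = % inhibition based on acceptor/donor emission ratio | signal = TR-FRET 671 and 617 nm emission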
TPT1 inhibitor: Candida albicans TPT1 enzyme inhibitors, primary screen, biochemical, fluorescence polarization; tRNA 2'-phosphotransferase TPT1 (Candida albicans SC5314); recombinant caTPT1, FP RNA substrate dephosphorylation; inhibition, % at 5 µM; actives 0.81% (n = 300,000); AID 1962, 2009;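 active = inhibition above the mean of all tested compounds plus 3 SD, set per screening campaign, cut at about 24% in these data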;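 note: plate controls were DMSO alone for no effect and ferristatin control at 100 nM for full effect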
ZTA counter: counter-screen for EBNA-1 inhibitors: inhibitors of Epstein-Barr virus ZTA; ZTA-DNA binding, fluorescence polarization; P03206; inhibition, % at 11 µM; AID 2234; actives 0.15% (n = 320,000); in the data active = inhibition above about 33%
Efflux pump inh: inhibitors of Candida efflux pumps in yeast, primary screen, S. cerevisiae, Nile Red, multiplex; S. cerevisiae Candida pump triplex; inhibition, % at 10 µM; actives 0.44% (n = 330,000); AID 485275, 2010;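 active = plate passing quality check with inhibition over a set limit, or well fluorescence over plate mean plus 4 SD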;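 note: Nile Red retained in pooled yeast measured as flow cytometry median fluorescence; 0% = buffer negative control and 100% = Enniatin B positive control; higher means more Nile Red kept so more efflux inhibition; some compounds called inactive have numbers as strong as hits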
EBNA-1 inhibitor: EBNA-1 DNA-binding inhibitors, primary screen, biochemical, fluorescence polarization | actives 0.34% (n = 300,000) | inhibition, % at 14.8 µM; in the data active = inhibition above about 28%
An asterisk follows results filed as active; . = not tested or not shown. The list is partial; rates above refer to the full screens.

[1] COC(=O)c1ccc(N=Nc2c(C)[nH]n(-c3ccccc3)c2=O)cc1
[2] OC(c1ccccc1)(c1ccccc1)C1CCN(C(=S)NCCc2ccccc2)CC1
[3] CC(NC(=O)C(=S)N1CCN(C)CC1)c1ccccc1 (stereo not given)
[4] O=C(CC1CCCC1)Nc1ccc2c(c1)CCC2
[5] COc1cccc(NC(=O)Nc2cccs2)c1
[6] Cc1ccc(NC2c3ncccc3C(=O)N2Cc2ccco2)c(C)c1 (stereo not given)
Screen / compound no.,1,2,3,4,5,6
PREPL inh,5.8,-1.1,1.5,-0.8,1.6,1.8
PP5 inh,-0.4,3.5,1.5,-0.2,1.0,4.5
CTSL1 counter,-0.5,0.3,0.1,-4.1,0.1,1.9
PP1 counter,3.0,5.7,-1.0,0.2,-0.5,0.6
core dimer inh,4.2,13.6,-7.1,-1.9,0.5,5.1
TPT1 inhibitor,1.2,1.1,0.6,-7.2,-1.3,4.9
ZTA counter,6.7,8.4,-6.7,-2.7,-2.2,-10.3
Efflux pump inh,0.0,0.0,0.1,0.0,-0.1,0.2
EBNA-1 inhibitor,7.1,4.2,-10.0,14.2,1.3,-4.5

Full records, quoted from the list. Values in the order: PREPL inh, PP5 inh, CTSL1 counter, PP1 counter, core dimer inh, TPT1 inhibitor, ZTA counter, Efflux pump inh, EBNA-1 inhibitor
Cc1ccc(NC2c3ncccc3C(=O)N2Cc2ccco2)c(C)c1 (stereo not given) as listed: 1.8, 4.5, 1.9, 0.6, 5.1, 4.9, -10.3, 0.2, -4.5
OC(c1ccccc1)(c1ccccc1)C1CCN(C(=S)NCCc2ccccc2)CC1 as listed: -1.1, 3.5, 0.3, 5.7, 13.6, 1.1, 8.4, 0.0, 4.2

Next compounds
[7] CC(C)(CC(=O)O)CC(=O)N1CCCN(c2nccc(C(F)(F)F)n2)CC1
[8] CCOC(=O)c1cc(-c2cccs2)nc2onc(C)c12
[9] COc1ccc(CNC(=O)C[C@H]2C(=O)N(C3CCCCC3)C[C@@H]2Cc2ccccc2)cc1
[10] CC1Cc2ccccc2N1C(=O)COC(=O)c1c2c(nc3ccccc13)CCCCC2 (stereo not given)
[11] Cc1ccc(NC(=O)CCNC(=O)c2ccccc2Cl)cc1S(=O)(=O)N1CCCCCC1
Screen / compound no.,7,8,9,10,11
PREPL inh,3.6,2.3,14.8,-24.8,8.7
PP5 inh,1.3,0.1,2.1,-1.0,3.2
CTSL1 counter,-1.8,4.1,-1.1,0.8,.
PP1 counter,-0.9,-4.0,1.6,-1.9,-1.6
core dimer inh,2.6,6.6,14.8,15.2,.
TPT1 inhibitor,0.8,1.7,-0.2,0.0,.
ZTA counter,-2.6,4.5,8.2,16.2,4.6
Efflux pump inh,0.5,0.1,0.1,0.6,0.0
EBNA-1 inhibitor,-0.2,-8.1,17.1,18.6,.

5 entries picked at random from those above, as already listed:
[10] CC1Cc2ccccc2N1C(=O)COC(=O)c1c2c(nc3ccccc13)CCCCC2 (stereo not given)
[11] Cc1ccc(NC(=O)CCNC(=O)c2ccccc2Cl)cc1S(=O)(=O)N1CCCCCC1
[8] CCOC(=O)c1cc(-c2cccs2)nc2onc(C)c12
[9] COc1ccc(CNC(=O)C[C@H]2C(=O)N(C3CCCCC3)C[C@@H]2Cc2ccccc2)cc1
[7] CC(C)(CC(=O)O)CC(=O)N1CCCN(c2nccc(C(F)(F)F)n2)CC1
Screen / compound no.,10,11,8,9,7
PREPL inh,-24.8,8.7,2.3,14.8,3.6
PP5 inh,-1.0,3.2,0.1,2.1,1.3
CTSL1 counter,0.8,.,4.1,-1.1,-1.8
PP1 counter,-1.9,-1.6,-4.0,1.6,-0.9
core dimer inh,15.2,.,6.6,14.8,2.6
TPT1 inhibitor,0.0,.,1.7,-0.2,0.8
ZTA counter,16.2,4.6,4.5,8.2,-2.6
Efflux pump inh,0.6,0.0,0.1,0.1,0.5
EBNA-1 inhibitor,18.6,.,-8.1,17.1,-0.2

Screens from PubChem.
